Source: PubChem (several laboratories)
APP 5UTR inh = APP translation inhibition | SH-SY5Y APP 5'UTR-luciferase reporter, luminescence | inhibition, % at 2 µM | 190,000 tested, 0.82% active | AID 1285;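 active = inhibition above a set limit, derived from the sample mean plus 3 SD, cut at about 45% in these data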; note: values of inactives mirror those of a sister screen read the other way
Hsp70 act = switches on Hsp70 transcription; HeLa Hsp70 promoter luciferase reporter, luminescence; scaled: vehicle 0, proteasome-inhibitor control 100%; activation, % at 10 µM; 200,000 tested, 0.04% active;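 active = activation above the mean across all tested compounds plus 3 SD, cutoff set per campaign, cut at about 5.5% in these data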;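 note: 100% = MG132 at 30 µM as the positive control and 0% = DMSO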
HMGR II inh = E. faecalis class II HMG-CoA reductase inhibition; purified E. faecalis HMGR, NADPH absorbance 340 nm kinetic; inhibition, % at 10 µM; 190,000 tested, 0.41% active; AID 1066;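 active = inhibition above a set limit, the median over all tested compounds plus 3 SD, cut at about 9.5% in these data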;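 note: enzyme runs in reverse so mevalonate oxidation gives rising NADPH absorbance; 0% = complete reaction with DMSO and 100% = background rate lacking mevalonate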
G6PDH counter = counter-screen for G6PDH assay hits: L. mesenteroides G6PDH inhibition. inhibition, % at 5 µM. Purified L. mesenteroides G6PDH, diaphorase/resazurin coupled fluorescence, 45 min. 200,000 tested, 0.12% active; in the data active = inhibition above about 50%
APP 5'UTR act = activates APP 5'UTR luciferase reporter; 190,000 tested, 1% active; SH-SY5Y APP 5'UTR luciferase reporter, luminescence; zero percent = DMSO vehicle wells; activation, % at 2 µM; AID 1276;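 active = activation above a set limit, based on mean plus 3 SD of controls, cut at about 140% in these data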; note: values of inactives mirror those of a sister screen read the other way
DTT redox prof = compounds producing H2O2 with reducing agent – biochemical, NIH compound library profiling, artefact control for MLSCN library redox annotation, primary screen. DTT-dependent redox cycling H2O2, phenol red/HRP absorbance; 100% = 100 µM peroxide control, 0% = buffer. activation, % at 10 µM. 200,000 tested, 0.03% active. AID 878;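 active = activation of at least 50% relative to the plate's high and low controls in the primary single-dose screen; inactive = activation below 50%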;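 note: compound incubated with DTT at 0.8 mM final as the reducing agent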
STAT1 act = increases IFN-gamma driven STAT1 reporter signal. NIH 3T3 STAT1-luciferase reporter, luminescence; 100% = IFN-gamma alone, no compound. activation (% of control), % at 5.5 µM. 200,000 tested, 2.6% active. AID 932;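 active = activation above the screen-wide mean activation plus 3 SD, cut at about 130% in these data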;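 note: raw ratio to IFN-gamma control signal so 100% means no change and 0% no light; values of inactives mirror those of a sister screen read the other way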
FLuc act counter = affects firefly luciferase, flagging false hits in luciferase stimulation screens | P08659 | ATPlite luciferase biochemical, luminescence, 10 min; 0 = ATP-free wells, 1 = DMSO control | activation factor at 10 µM | 200,000 tested, under 10 active;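 active = luciferase activation factor, scaled between plate controls, of at least 2 with compound at 10 µM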
Target sequence (P08659 whole entry, looked up): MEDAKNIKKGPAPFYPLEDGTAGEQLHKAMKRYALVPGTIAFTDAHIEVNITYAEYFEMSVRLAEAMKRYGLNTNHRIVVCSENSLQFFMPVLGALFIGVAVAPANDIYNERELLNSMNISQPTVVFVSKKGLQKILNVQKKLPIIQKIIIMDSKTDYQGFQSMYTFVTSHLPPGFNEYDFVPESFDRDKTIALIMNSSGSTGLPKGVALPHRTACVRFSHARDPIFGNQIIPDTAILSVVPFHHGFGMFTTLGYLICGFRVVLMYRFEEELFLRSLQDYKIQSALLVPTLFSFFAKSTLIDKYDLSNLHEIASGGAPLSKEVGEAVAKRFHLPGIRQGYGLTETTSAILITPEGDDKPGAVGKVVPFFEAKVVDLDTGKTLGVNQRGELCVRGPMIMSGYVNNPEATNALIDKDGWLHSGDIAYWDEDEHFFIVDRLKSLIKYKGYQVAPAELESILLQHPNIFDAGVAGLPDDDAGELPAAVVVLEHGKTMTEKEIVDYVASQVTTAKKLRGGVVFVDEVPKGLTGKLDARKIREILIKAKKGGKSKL
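Material: Luciferase/luciferin reagent mix | Doses: Test compounds dosed from 2 mM stocks in 100% DMSO | Timing: 10 min incubation after luciferase reagent addition, room temperature | Measured by: Luminescence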
FLuc inhib CS = counter-screen for luciferase assay inhibitors: firefly luciferase inhibition. P08659. ATPLite firefly luciferase biochemical luminescence, 10 min. inhibition, % at 10 µM. 200,000 tested, 1.5% active. AID 1006;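 active = inhibition above about 50% when tested at 10 µM, limit read from the data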
NF-kB neuron act = compounds increasing NF-kB expression in human neuronal cells | 190,000 tested, 1.6% active | NF-kB reporter expression; stronger effect = higher value | AID 1239 | fold change at 12.5 µM; in the data active = fold change above about 3.3
Numbers without * were called inactive.

Short forms – A = APP 5UTR inh; B = Hsp70 act; C = HMGR II inh; D = G6PDH counter; E = APP 5'UTR act; F = DTT redox prof; G = STAT1 act; H = FLuc act counter; I = FLuc inhib CS; J = NF-kB neuron act
Cc1cc(NC(=O)COC(=O)c2ccccc2[N+](=O)[O-])no1
  A = -24; B = 0.0; C = -1; D = 10; E = 24; F = -2.2; G = 103; H = 1; I = -2; J = 1.3

CC1=C(C#N)C(NC(=O)C2CCCCC2)(C(F)(F)F)C(=O)N1 (configuration not stated)
  A = -13; B = -0.3; C = -1; D = 4; E = 13; F = 0.5; G = 97; H = 1; I = -2; J = 1

O=C(Nc1nc2ccccc2s1)C1c2ccccc2Oc2ccccc21
  A = 27; B = -0.4; C = -1; D = 2; E = -27; F = 0.1; G = 101; H = 1.1; I = -7; J = 1.3

Cc1ccc(-n2nnnc2SCC(=O)Nc2ncc(Cc3ccccc3Cl)s2)cc1
  A = -14; B = -0.4; C = 0; D = -5; E = 14; F = 0.7; G = 97; H = 1; I = -4; J = 1

O=C(COc1ccc(Cl)cc1)Nc1ccccc1N1CCOCC1
  A = 0; B = -0.1; C = -8; D = -1; E = 1; F = -1.8; G = 105; H = 1.1; I = -6; J = 1.2

O=C(CCn1cccc1)NCc1ccc2c(c1)OCO2
  A = 4; B = 0.1; C = 0; D = 0; E = -4; F = -0.5; G = 103; H = 1.1; I = -8; J = 1.1

COc1ccc2nc(SCC(=O)Nc3ccc(S(=O)(=O)Nc4onc(C)c4C)cc3)[nH]c2c1
  A = -12; B = -0.5; C = -7; D = 0; E = 12; F = -2.7; G = 103; H = 1; I = -2; J = 1.1

Cc1cccc(NC(=O)Cn2c([N+](=O)[O-])cnc2C)c1C
  A = -11; B = -0.3; C = -1; D = 4; E = 11; F = 0.4; G = 104; H = 1; I = 0; J = 0.95

O=C(CSc1ccccc1)Nc1ccc(-c2nc3ccccc3[nH]2)cc1
  A = -94; B = -0.1; C = -2; D = -33; E = 93; F = 0.7; G = 131*; H = 0.6; I = 38; J = 1.9

COc1ccc(NC(=O)c2cccnc2N2CCOCC2)cc1
  A = -12; B = 0.2; C = 2; D = -1; E = 12; F = -0.5; G = 94; H = 1.1; I = -6; J = 1.1

(next part)
Short forms – A = APP 5UTR inh; B = Hsp70 act; C = HMGR II inh; D = G6PDH counter; E = APP 5'UTR act; F = DTT redox prof; G = STAT1 act; H = FLuc act counter; I = FLuc inhib CS; J = NF-kB neuron act
Cc1ccccc1/C=N/Nc1nc2ccccc2[nH]1
  A = -94; B = 0.0; C = -3; D = 6; E = 94; F = -0.6; G = 103; H = 0.8; I = 15; J = 1

FC(F)(F)C1=CC(c2ccc(Br)cc2)=NCCN1
  A = 1; B = -0.4; C = 0; D = 4; E = -1; F = 0.6; G = 106; H = 1.1; I = -5; J = 0.95

O=S1(=O)C=C(N2CCOCC2)c2ccccc21
  A = -9; B = -0.4; C = -1; D = 9; E = 9; F = 1.5; G = 99; H = 1; I = 2; J = 1.2

COC(=O)c1sccc1NC(=O)CSc1ccccc1NS(=O)(=O)c1ccc(F)cc1
  A = 18; B = -0.1; C = -4; D = -11; E = -18; F = 1.6; G = 102; H = 1; I = -1; J = 0.9

CSCCC(NC(=O)OC(C)(C)C)C(=O)NC(CC(C)C)C(N)=O (configuration not stated)
  A = -6; B = -0.4; C = 0; D = -9; E = 6; F = 0.0; G = 109; H = 1; I = -4; J = 1.1

CCCCCc1nnc(NC(=O)CS(=O)(=O)Cc2ccccc2)s1
  A = 7; B = -0.2; C = -1; D = 11; E = -7; F = 0.3; G = 102; H = 1.1; I = -12; J = 1.1

COc1ccccc1-c1noc(-c2ccccc2C(=O)Nc2cccnc2)n1
  A = 42; B = -0.1; C = -1; D = 3; E = -41; F = -2.4; G = 110; H = 0.9; I = 14; J = 0.71

CCOC(=O)N1CCN(C(=O)C(CC(C)C)NS(=O)(=O)c2ccc3c(c2)oc(=O)n3C)CC1 (configuration not stated)
  A = 22; B = -0.1; C = -5; D = 9; E = -22; F = 0.1; G = 93; H = 1.1; I = -9; J = 1.1

COC(=O)CCC(=O)Nc1ccc(OC)cc1
  A = -10; B = 0.2; C = -4; D = -4; E = 10; F = 1.0; G = 103; H = 1; I = -2; J = 1

CCc1ccc(/C=N/NC(=S)NCCc2ccccc2)cc1
  A = 10; B = -0.3; C = -4; D = 1; E = -10; F = 0.7; G = 97; H = 1.1; I = -6; J = 1.4

Additional entries.
Short forms – A = APP 5UTR inh; B = Hsp70 act; C = HMGR II inh; D = G6PDH counter; E = APP 5'UTR act; F = DTT redox prof; G = STAT1 act; H = FLuc act counter; I = FLuc inhib CS; J = NF-kB neuron act
O=C(COc1cccnc1[N+](=O)[O-])N1CCN(S(=O)(=O)c2ccccc2)CC1
  A = 4; B = -0.4; C = -6; D = 19; E = -4; F = -0.3; G = 98; H = 1; I = -2; J = 0.96

CS(=O)(=O)N(CC(=O)Nc1ccc(F)c(F)c1)c1cccc([N+](=O)[O-])c1
  A = 3; B = -0.4; C = -2; D = -6; E = -3; F = 0.0; G = 97; H = 1; I = -2; J = 1.1

Nc1nncn1C(=O)c1cccs1
  A = -13; B = -0.2; C = -3; D = 1; E = 13; F = 0.1; G = 102; H = 1.1; I = -5; J = 0.98

OC(CN1CCCCC1)Cn1c(C(F)(F)F)nc2ccccc21 (configuration not stated)
  A = -17; B = -0.1; C = -1; D = 17; E = 17; F = 1.6; G = 102; H = 1; I = -5; J = 1.2

CCC(C(=O)N1CCc2cc(OC)c(OC)cc2C1)c1ccccc1 (configuration not stated)
  A = -4; B = -0.3; C = -5; D = 1; E = 5; F = 2.4; G = 91; H = 1.1; I = -8; J = 1.1

O=C(O)CCCCCCCCCC(=O)c1cccs1
  A = -17; B = 0.1; C = -10; D = -4; E = 17; F = -9.2; G = 89; H = 0.9; I = 9; J = 0.96

Laid out differently: results already given.
compound	APP 5UTR inh	Hsp70 act	HMGR II inh	G6PDH counter	APP 5'UTR act	DTT redox prof	STAT1 act	FLuc act counter	FLuc inhib CS	NF-kB neuron act
CCOC(=O)N1CCN(C(=O)C(CC(C)C)NS(=O)(=O)c2ccc3c(c2)oc(=O)n3C)CC1 (configuration not stated)	22	-0.1	-5	9	-22	0.1	93	1.1	-9	1.1
COC(=O)CCC(=O)Nc1ccc(OC)cc1	-10	0.2	-4	-4	10	1.0	103	1	-2	1
CCc1ccc(/C=N/NC(=S)NCCc2ccccc2)cc1	10	-0.3	-4	1	-10	0.7	97	1.1	-6	1.4
O=C(COc1cccnc1[N+](=O)[O-])N1CCN(S(=O)(=O)c2ccccc2)CC1	4	-0.4	-6	19	-4	-0.3	98	1	-2	0.96
CS(=O)(=O)N(CC(=O)Nc1ccc(F)c(F)c1)c1cccc([N+](=O)[O-])c1	3	-0.4	-2	-6	-3	0.0	97	1	-2	1.1
Nc1nncn1C(=O)c1cccs1	-13	-0.2	-3	1	13	0.1	102	1.1	-5	0.98
OC(CN1CCCCC1)Cn1c(C(F)(F)F)nc2ccccc21 (configuration not stated)	-17	-0.1	-1	17	17	1.6	102	1	-5	1.2
CCC(C(=O)N1CCc2cc(OC)c(OC)cc2C1)c1ccccc1 (configuration not stated)	-4	-0.3	-5	1	5	2.4	91	1.1	-8	1.1
O=C(O)CCCCCCCCCC(=O)c1cccs1	-17	0.1	-10	-4	17	-9.2	89	0.9	9	0.96

Random draw from the library. About 5.3% of those tested had a hit in this group.
